Screening data deposited in PubChem BioAssay by several laboratories.
LYP phosphatase: inhibitors of LYP phosphatase, biochemical, fluorescence intensity, uHTS (AID 1779). one-dose inhibition, % at 11.5 µM; IC50 in µM for titrated hits. recombinant LYP phosphatase, fluorescence intensity; higher % means a stronger effect. 0.054% of 290,000 active; in the data active = inhibition above about 50%;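 note: plate controls were vehicle with enzyme for no effect and no enzyme for full effect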
HIV fusion peptide: inhibitors of HIV fusion peptide binding, primary screen, biochemical, uHTS, fluorescence dequenching (AID 1986); cell-free peptide binding, fluorescence dequenching, 30 min; higher % means a stronger effect; inhibition, % at 20 µM, or IC50 in µM where a hit was titrated; 0.3% of 290,000 active; in the data active = inhibition mostly above about 52%, no sharp cut-off; inactive = mostly below about 76%; note: some results filed as inactive read as strong as hits
MgcRacGAP inhibition: MgcRacGAP GTPase-activating activity inhibitors, confirmation, biochemical, ADP Hunter fluorescence. AID 624330. 0.6% of 340,000 active. inhibition, % at 30 µM; hits with a dose series show IC50 in µM. MgcRacGAP-stimulated Rac1 GTP hydrolysis, ADP Hunter fluorescence; higher % means a stronger effect; GST-tagged Rac1 F28L mutant substrate;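 active = first-screen hits whose inhibition reached a set limit at any dose in the follow-up dose series; inconclusive = inhibition above the set first-screen limit but never retested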;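 note: fluorescence reports GDP produced by GAP-driven GTP hydrolysis; strong numbers were not always called active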
Siah-1 displacement: Siah-1 peptide-binding antagonists, primary screen, biochemical, fluorescence polarization, rhodamine-plectin, uHTS (AID 1817); Siah-1 / rhodamine-plectin peptide fluorescence polarization; higher % means a stronger effect; displacement, % at 20 µM; hits with a dose series show IC50 in µM; 0.02% of 290,000 active;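 active = displacement of at least 50% at 20 µM, with a fluorescence ratio check between 0.3 and a set limit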;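 note: plate controls were Siah plus tracer with DMSO for no effect and tracer alone without Siah for full effect; strong numbers were not always called active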
AID2073: inhibitors of Mint1-CaV2.2 protein interaction, biochemical, HTRF (AID 2073); HTRF protein-protein interaction, Mint1-CaV2.2; higher % means a stronger effect; inhibition, % at 20 µM; hits with a dose series show IC50 in µM; 0.19% of 290,000 active; in the data active = inhibition mostly above about 51%, no sharp cut-off; inconclusive = no clear call, values can overlap the other calls; inactive = mostly below about 53%; note: some results filed as inactive read as strong as hits
Dengue-2 NS5 capping: Dengue-2 NS5 methyltransferase inhibitors, primary screen, biochemical, confirmation dose response (AID 588689) | 0.3% of 340,000 active | Dengue-2 NS5 methyltransferase capping enzyme assay, biochemical; higher % means a stronger effect | inhibition, % at 25 µM, or IC50 in µM where a hit was titrated; in the data active = a potency from the dose series; inconclusive = inhibition above about 29% without an active follow-up result
Large T inhibition: SV40 large T antigen inhibitors, biochemical (AID 1903); SV40 large T antigen ATPase/helicase inhibition assay; higher % means a stronger effect; one-dose inhibition, % at 20 µM; IC50 in µM for titrated hits; 0.39% of 310,000 active; in the data active = a potency from the dose series; inconclusive = inhibition mostly from about 32% at the one dose, without a potency; inactive = the rest, 99 in 100 with inhibition below about 32%; note: strong numbers were not always called active
RSV CPE inhibition: RSV antiviral activity via CPE protection, HEp-2 cells, primary 10 µM value included (AID 2391). HEp-2 cells, RSV-induced CPE inhibition; higher % means a stronger effect. one-dose CPE inhibition, % at 10 µM; IC50 in µM for titrated hits. 0.13% of 310,000 active; in the data active = a potency from the dose series; inconclusive = CPE inhibition mostly from about 23% at the one dose, without a potency; inactive = the rest, 99 in 100 with CPE inhibition below about 21%; note: strong numbers were not always called active
XIAP antagonists: small molecules displacing peptide from XIAP – biochemical, IAP family, fluorescence polarization (AID 1018) | XIAP BIR domain, fluorescence polarization peptide displacement; higher % means a stronger effect | one-dose displacement, % at 20 µM; IC50 in µM for titrated hits | 0.007% of 200,000 active; in the data active = displacement above about 50%; note: a part of the inactive calls stands beside numbers as strong as those of hits
Dengue-2 NS5 capping pilot replicate: second read-out of Dengue-2 NS5 capping, no call of its own (marks repeat the call); inhibition, %; measured here: pilot screen replicate inhibition
* = called active by the depositor; ? = inconclusive; . = not tested or not shown.

SMILES | LYP phosphatase | HIV fusion peptide | MgcRacGAP inhibition | Siah-1 displacement | AID2073 | Dengue-2 NS5 capping | Large T inhibition | RSV CPE inhibition | XIAP antagonists | others
COC(=O)[C@H](CCSC)NC(=O)NC1CC1 | -4% | -1.8% | 9% | 5% | 0% | 8% | 10% | . | .
O=C(NCCN1CCCC1)c1ccc2c(c1)N(Cc1ccc(F)cc1)C(=O)c1ccccc1S2=O (configuration not stated) | -3% | -1.1% | 4% | 3% | 10% | 3% | 3% | -0.9% | 0.0%
CC1CCN(c2ccc([N+](=O)[O-])c(SCCO)c2)CC1 | -7% | -1.4% | . | -7% | 11% | . | 5% | 2.6% | .
COP(=O)(OC)c1nc(-c2ccccc2)oc1N1CCOCC1 | -14% | 1.7% | 10% | 9% | 19% | -5% | 14% | 1.6% | -5.9%
Cc1cc2c3c([nH]c2cc1S(=O)(=O)NCc1ccc(CN2CCCCCC2)o1)CC(C)(C)CC3=O | -10% | 0.3% | 14% | 3% | 4% | -13% | 8% | -0.5% | .
Cc1c(Cl)c([N+](=O)[O-])nn1CCCC(=O)Nc1cc(Oc2ccccc2)cc([N+](=O)[O-])c1 | 7% | 2.8% | 0% | 4% | 12% | 2% | -3% | 15% | -13%
O=C(NNC(=O)c1ccc(-n2cncn2)c([N+](=O)[O-])c1)c1cccc(Cl)c1 | . | . | 5% | . | . | 1% | 17% | -0.7% | .
O=C(Nc1ccc(F)c(F)c1)c1cc(S(=O)(=O)N2CCN(c3ccccn3)CC2)ccc1F | 0% | -0.7% | 2% | -3% | -4% | -5% | -3% | 16% | -5.9%
CN1CCc2c(sc(NC(=O)C3COc4ccccc4O3)c2C(N)=O)C1 (configuration not stated) | -5% | 1.3% | 7% | 1% | -1% | -5% | 16% | -1.4% | .
CCCC(=O)Nc1ccc(Cl)c(NC(=O)c2cccc(OC)c2)c1 | -3% | 0.3% | 10% | 4% | -2% | -5% | 17% | 4.5% | -6.7%
CC(=O)c1c(C)nc(Nc2nc3ccccc3s2)nc1C | -3% | -0.6% | . | 4% | 24% | . | 5% | . | .
Cc1ccc(NC(=O)C2=C(C(=O)O)CCCC2)cc1Br | -8% | -1.3% | 8% | -5% | 2% | -7% | 1% | 0.7% | .
Cc1cc(C(=O)NNC(=O)c2cccc(N(C)C)c2)c(C)o1 | -7% | 1.4% | 6% | 5% | 10% | 0% | 7% | 1.0% | .
Cc1cc(C)nc(SCC(=O)c2ccc(O)c(O)c2)n1 | -6% | 8.3% | 31µM* | -7% | 5% | -6% | 35% | 0.8% | .
Cn1c(/C(C#N)=N/O)nc2ccccc21 | -4% | 2.1% | 4% | 27% | 4% | 2% | 10% | 1.4% | -0.2%
COc1ccccc1N1CCN(C(=O)C2CCN(S(=O)(=O)c3ccc(F)cc3)CC2)CC1 | -1% | 4.6% | -3% | 0% | -6% | -3% | 8% | -0.1% | 5.9%
O=C(Cc1ccc(Cl)cc1)NCCc1c[nH]c2ccccc12 | . | . | 5% | . | . | -1% | 7% | 14% | .
CCN(CC)c1ccc(C(=O)OCc2cc(=O)oc3cc(O)ccc23)cc1 | 3% | 7.7% | 5% | 2% | 26% | -6% | 2% | 6.2% | -4.4%
O=C(COC(=O)c1c(F)cccc1Cl)NC1CCCC1 | -9% | 0.7% | -1% | 11% | -1% | 0% | -1% | 0.5% | .
O=c1c2ccccc2nc(SCc2ccc([N+](=O)[O-])cc2)n1-c1ccccc1 | 3% | 0.1% | 9% | 0% | 34% | 2% | 2% | 3.0% | -1.6%

Eight entries already listed, ordered by SMILES length, ascending:
SMILES | LYP phosphatase | HIV fusion peptide | MgcRacGAP inhibition | Siah-1 displacement | AID2073 | Dengue-2 NS5 capping | Large T inhibition | RSV CPE inhibition | XIAP antagonists | others
O=C(COC(=O)c1c(F)cccc1Cl)NC1CCCC1 | -9% | 0.7% | -1% | 11% | -1% | 0% | -1% | 0.5% | .
CC(=O)c1c(C)nc(Nc2nc3ccccc3s2)nc1C | -3% | -0.6% | . | 4% | 24% | . | 5% | . | .
Cc1cc(C)nc(SCC(=O)c2ccc(O)c(O)c2)n1 | -6% | 8.3% | 31µM* | -7% | 5% | -6% | 35% | 0.8% | .
Cc1ccc(NC(=O)C2=C(C(=O)O)CCCC2)cc1Br | -8% | -1.3% | 8% | -5% | 2% | -7% | 1% | 0.7% | .
O=C(Cc1ccc(Cl)cc1)NCCc1c[nH]c2ccccc12 | . | . | 5% | . | . | -1% | 7% | 14% | .
O=C(NNC(=O)c1ccc(-n2cncn2)c([N+](=O)[O-])c1)c1cccc(Cl)c1 | . | . | 5% | . | . | 1% | 17% | -0.7% | .
Cc1cc2c3c([nH]c2cc1S(=O)(=O)NCc1ccc(CN2CCCCCC2)o1)CC(C)(C)CC3=O | -10% | 0.3% | 14% | 3% | 4% | -13% | 8% | -0.5% | .
Cc1c(Cl)c([N+](=O)[O-])nn1CCCC(=O)Nc1cc(Oc2ccccc2)cc([N+](=O)[O-])c1 | 7% | 2.8% | 0% | 4% | 12% | 2% | -3% | 15% | -13%

Additional results follow.
SMILES | LYP phosphatase | HIV fusion peptide | MgcRacGAP inhibition | Siah-1 displacement | AID2073 | Dengue-2 NS5 capping | Large T inhibition | RSV CPE inhibition | XIAP antagonists | others
CC(Oc1ccccc1)C(=O)N=C1SC2CS(=O)(=O)CC2N1c1ccccc1 (configuration not stated) | -13% | 0.6% | -1% | -1% | 2% | -10% | . | 1.4% | .
CO/N=C/c1ccc(N2CCN(C(=O)c3cccc(Cl)c3)CC2)c([N+](=O)[O-])c1 | -4% | -3.0% | 4% | -2% | -6% | 1% | 19% | 3.1% | -2.8% | Dengue-2 NS5 capping pilot replicate=2.3
Cc1ccc(NC(=S)NCC2CCN(C(C)c3ccccc3)C2)cc1 (configuration not stated) | -6% | -1.9% | 2% | 19% | -17% | -13% | 7% | -3.7% | -5.9%
CCN(CC)S(=O)(=O)c1cccc(NC(=O)CN(C)Cc2cccc(OC)c2)c1 | 0% | 0.2% | ? | 5% | -6% | -11% | 18% | 3.0% | .
COc1ccccc1NC(=O)C/C(C)=N/NC(=O)c1ccccn1 | 1% | -1.5% | -6% | 5% | 7% | -10% | 6% | 1.3% | .
COC(=O)c1cc(NC2c3ccccc3C(=O)N2c2ccc(Cl)cn2)cc(C(=O)OC)c1 (configuration not stated) | -6% | -1.7% | 1% | -4% | -3% | -1% | 2% | 2.7% | -7.0%
Cc1ccc(S(=O)(=O)c2nc(NCc3ccc4c(c3)OCO4)sc2Cl)cc1 | 6% | 0.9% | 9% | 3% | -10% | -6% | 7% | 3.1% | -2.1%
COc1ccc(CCNC(=O)CC2SC(=NCc3ccccc3)NC2=O)cc1 (configuration not stated) | -4% | -0.5% | 5% | 7% | 8% | -7% | 4% | -1.9% | -2.2%
CCC(C)(C)n1nnnc1C(C(C)C)N(CCN1CCOCC1)Cc1cc2cccc(C)c2[nH]c1=O (configuration not stated) | -4% | 0.3% | 0% | -2% | 4% | -10% | 7% | 0.8% | -1.5%
CC(C)Oc1ccccc1OCCCCn1cnc2ccccc2c1=O | -7% | -1.4% | 5% | 0% | -9% | -17% | 5% | 6.0% | -17%
CCOC(=O)Cc1nnc(NC(=O)CSc2nnc3c4ccccc4n(C)c3n2)s1 | -5% | -2.2% | 15% | 4% | 15% | -3% | 6% | 0.7% | -1.8%
COc1ccc(/C=N/NC(=O)C2C3CCCCC32C)cc1OC (configuration not stated) | -4% | -0.7% | 2% | -6% | -7% | 5% | 8% | 1.1% | -18%
COc1ccccc1CN(C(=O)c1cnccn1)C(C(=O)NC1CCCCC1)c1cc(OC)c(OC)c(OC)c1 (configuration not stated) | -5% | -0.5% | 2% | 3% | 11% | -2% | 7% | 0.3% | .
COc1cc(/C=N/N=C2/NC(=O)C(CC(=O)O)S2)ccc1OCc1ccc(Cl)cc1 (configuration not stated) | 13% | 52%* | 20% | 8% | 1% | 17% | 23% | 0.8% | -8.2%
O=C(CSc1nc2cc(S(=O)(=O)N3CCOCC3)ccc2o1)Nc1c(F)cccc1F | 1% | -0.8% | ? | -3% | 10% | -4% | 3% | 3.1% | 2.6%
Cc1ccc(OCC(=O)Nc2cccc(S(=O)(=O)N3CCOCC3)c2)c([N+](=O)[O-])n1 | -2% | -0.8% | 5% | -5% | 1% | -3% | 6% | 1.3% | -13%
Cc1cc(=O)[nH]c(-c2ccccc2O)n1 | -5% | 0.4% | 3% | 3% | 13% | 3% | 3% | 0.2% | -2.1%
COc1ccc(CN(CC2CCCO2)C(=O)c2cc3ccccc3oc2=O)cc1 (configuration not stated) | -6% | -1.0% | 8% | 7% | -3% | -7% | 5% | 1.8% | -3.4%
CC(=O)N1CCN(c2ccc(NCc3ccccc3)cc2)CC1 | -8% | -1.4% | 10µM* | 8% | -13% | 23% | 9% | 0.9% | -2.5%
CN(C)S(=O)(=O)c1ccc(Cl)c(NC(=O)COC(=O)C2CSC3(C)CCC(=O)N23)c1 (configuration not stated) | -4% | 0.4% | 8% | -6% | 5% | -1% | 10% | 3.5% | -2.4%
Cn1c(=O)c2ncn(CC(=O)Nc3cccc(-c4nc5ccccc5s4)c3)c2n(C)c1=O | -4% | 168% | -3% | -6% | 13% | -2% | . | 9.5% | -1.0%
O=C(O)CC(Cc1ccccc1)(C(=O)O)c1ccccc1 (configuration not stated) | -8% | 0.5% | 10% | -2% | ? | -6% | 11% | 0.2% | .
CCOc1ccc(OCC(=O)N2CCOCC2)cc1 | -4% | -3.0% | 4% | 3% | -8% | . | -5% | 2.1% | -2.5%
COCCSc1nnc(NC(=O)c2ccco2)s1 | -7% | -0.2% | 0% | -7% | 17% | -6% | 8% | -0.4% | .
O=C(CN1C(=O)S/C(=C\c2cccc(Cl)c2)C1=O)NCCCn1ccnc1 | 1% | -1.1% | 11% | 2% | -12% | -3% | 11% | 1.1% | .
O=C(NCc1ccccn1)Nc1ccc(Br)cc1 | -5% | 0.2% | 10% | 10% | -11% | -15% | 7% | 1.7% | .
CCCn1c(=O)c2ccccc2n2c(SCC(=O)c3ccc(CC)cc3)nnc12 | -6% | 1.9% | 11% | 1% | ? | -1% | 14% | 1.9% | -4.9%
O=C(O)/C(=C\c1ccco1)NC(=O)c1ccco1 | -8% | -0.1% | 13% | 13% | 8% | 2% | 5% | 1.9% | . | Dengue-2 NS5 capping pilot replicate=2.4
CCCCC1=CC2=CC(=O)C(C)(OC(=O)CC)C(=O)C2=CO1 (configuration not stated) | . | . | -12% | . | . | 11% | 24% | 1.2% | .
CCOC(=O)c1cc(NC(=O)c2cccnc2)cc(C(=O)OCC)c1 | 5% | -1.2% | 10% | -1% | 2% | 2% | 3% | 0.5% | -18%
O=[N+]([O-])c1cccnc1N1CCC(c2cc(-c3ccc(Cl)cc3)n[nH]2)CC1 | -1% | 2.4% | 11% | 0% | 1% | 2% | 13% | -2.0% | -9.6%
